Bioassay records deposited in PubChem by Southern Research Specialized Biocontainment Screening Center.
Rac1 GTP hydrolysis – MgcRacGAP GTPase-activating activity inhibitors, confirmation, biochemical, ADP Hunter fluorescence; inhibition, % at 30 µM, or IC50 in µM where a hit was titrated; MgcRacGAP-stimulated Rac1 GTP hydrolysis, ADP Hunter fluorescence; higher % means a stronger effect; GST-tagged Rac1 F28L mutant substrate; 0.6% of 340,000 active;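 active = first-screen hits whose inhibition reached a set limit at any dose in the follow-up dose series; inconclusive = inhibition above the set first-screen limit but never retested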;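 note: fluorescence reports GDP produced by GAP-driven GTP hydrolysis; strong numbers were not always called active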
NS5 inhibitors – Dengue-2 NS5 methyltransferase inhibitors, primary screen, biochemical, confirmation dose response (AID 588689); Dengue-2 NS5 methyltransferase capping enzyme assay, biochemical; higher % means a stronger effect; one-dose inhibition, % at 25 µM; IC50 in µM for titrated hits; 0.3% of 340,000 active; in the data active = a potency from the dose series; inconclusive = inhibition above about 29% without an active follow-up result
NS5 inhibitors pilot replicate – further read-out of NS5 inhibitors, marked with its call; inhibition, %; measured here: pilot screen replicate inhibition
* hit, by the source's call; ? = inconclusive. A portion of the library; count on the stated rates, not on these rows.

SMILES	Rac1 GTP hydrolysis	NS5 inhibitors	others
O=C(O)C1CCN(c2ccc(S(=O)(=O)N3CCCCC3)cc2[N+](=O)[O-])CC1	4%	2%
CCCCN1C(=O)C(CC(=O)NCCc2ccccn2)CC(C(=O)N(C(C)C)C(C)C)=C1C (stereo not given)	6%	1%
C=CCn1c(SCC(=O)Nc2cccc(S(N)(=O)=O)c2)nc2sc(C)c(C)c2c1=O	6%	-15%
CN1C/C(=C/c2ccccc2[N+](=O)[O-])C(=O)/C(=C\c2ccccc2[N+](=O)[O-])C1	31%	2%
CC(C)CC1(C)CNC(=O)NC1	-1%	-1%
Cc1ccccc1Nc1nn2c(=O)c3ccc(C(=O)N4CCCC(C)C4)cc3nc2s1 (stereo not given)	6%	2%
COc1ccc([C@H]2N[C@]3(CCCN(Cc4ccc(C(F)(F)F)cc4)C3=O)[C@H]3C(=O)N(Cc4ccccc4)C(=O)[C@@H]23)cc1	16%	-2%
CCN(CC)c1ccc(C(=O)NNC(=O)Cn2c(=O)cnc3ccccc32)cc1	14%	4%
CCc1cc[n+](C(C(=S)Nc2cccc(C)c2)=C([O-])c2ccc(C)c([N+](=O)[O-])c2)cc1	11%	1%
O=C(O)CCC(=O)OCCc1cc2ccccc2c(=O)o1	-2%	-5%
CN(C)S(=O)(=O)c1cccc(NC(=O)C2CCCN(C(=O)c3ccc(Cl)cc3)C2)c1 (stereo not given)	6%	1%
C[C@H]1COC(=O)CCCC/C=C\C[C@H](CC(=O)N(CCO)Cc2ccccc2)C(=O)N1	4%	1%
O=C(COC(=O)c1cccc(S(=O)(=O)N2CCCCCC2)c1)Nc1ccccc1	1%	-2%
Cc1c(NS(=O)(=O)c2cc(C(=O)NCCc3ccc(F)cc3)cc(Cl)c2Cl)c(=O)n(-c2ccccc2)n1C	-1%	-7%
COc1ccc(CCn2c(C)cc(C(=O)CN3C(=O)C(=O)N(C4CCCC4)C3=O)c2C)cc1OC	4%	0%

Reprinted from the part before: four compounds, followed by the next part.
SMILES	Rac1 GTP hydrolysis	NS5 inhibitors	others
C[C@H]1COC(=O)CCCC/C=C\C[C@H](CC(=O)N(CCO)Cc2ccccc2)C(=O)N1	4%	1%
O=C(COC(=O)c1cccc(S(=O)(=O)N2CCCCCC2)c1)Nc1ccccc1	1%	-2%
Cc1c(NS(=O)(=O)c2cc(C(=O)NCCc3ccc(F)cc3)cc(Cl)c2Cl)c(=O)n(-c2ccccc2)n1C	-1%	-7%
COc1ccc(CCn2c(C)cc(C(=O)CN3C(=O)C(=O)N(C4CCCC4)C3=O)c2C)cc1OC	4%	0%
Cn1nnnc1Sc1ncnc2scc(-c3cccc4ccccc34)c12	11%	1%
COc1cc(C(=O)OCC(=O)N2CCCC2=O)cc(OC)c1C	5%	-9%
CCOC(=O)[C@@H]1[C@H]2COc3cc(OC)ccc3[C@H]2N2C(=O)N(c3ccc(OC)cc3)C(=O)[C@]12C	5%	3%
Cc1ccc2nc(COC(=O)c3cnccn3)cc(=O)n2c1	0%	-12%
CN=C1N(C)C[C@@H]2[C@@H]3C(=O)N(Cc4ccccc4)C(=O)[C@@H]3[C@](Cc3ccccc3)(C(=O)OC)N12	0%	-3%	NS5 inhibitors pilot replicate=-0.6
C[C@H]1CN([C@@H](C)CO)C(=O)c2cc(Br)cnc2O[C@@H]1CN(C)C(=O)CN(C)C	10%	0%
CC(C)C(=O)COc1c2occc2cc2ccc(=O)oc12	1%	3%
O=C(COC(=O)Cn1cnc2ccccc21)Nc1ccccc1C(F)(F)F	4%	-3%
CCN(CC)c1ncnc2c1nnn2C	0%	-8%
Cc1noc(C)c1COc1ccccc1C(=O)N1CCN(S(=O)(=O)c2ccc(C(C)C)cc2)CC1	18%	-5%
Cc1cnc(N)nc1-c1ccccc1	6%	-4%
Cc1nnc(SCC(=O)NNC(=O)c2ccc(F)cc2)n1Cc1ccccc1	4%	0%
C[C@@H]1C(c2ccc(F)cc2)=NN(c2ccccc2)[C@H]1C(=O)N1CCOC1=O	6%	-10%	NS5 inhibitors pilot replicate=-4.2
C[C@H]1CN([C@@H](C)CO)C(=O)Cc2cc(NC(=O)Cn3cnnn3)ccc2O[C@H]1CN(C)Cc1ccncc1	8%	0%	NS5 inhibitors pilot replicate=-3.3
O=C(NN=Cc1ccccc1Cl)c1cccc2ccccc12	6%	8%

Pulled one by one from the list above (five):
SMILES	Rac1 GTP hydrolysis	NS5 inhibitors	others
COc1cc(C(=O)OCC(=O)N2CCCC2=O)cc(OC)c1C	5%	-9%
O=C(COC(=O)Cn1cnc2ccccc21)Nc1ccccc1C(F)(F)F	4%	-3%
Cc1ccc2nc(COC(=O)c3cnccn3)cc(=O)n2c1	0%	-12%
C[C@@H]1C(c2ccc(F)cc2)=NN(c2ccccc2)[C@H]1C(=O)N1CCOC1=O	6%	-10%	NS5 inhibitors pilot replicate=-4.2
O=C(NN=Cc1ccccc1Cl)c1cccc2ccccc12	6%	8%

The listing continues:
SMILES	Rac1 GTP hydrolysis	NS5 inhibitors	others
CCCCC[C@@H]1C=C(C(=O)O)[C@H](c2ccc(C#N)cc2)N1S(=O)(=O)c1ccc(C)cc1	2%	2%
O=C(Nc1cccc(Cl)c1)c1nc[nH]c1C(=O)NCCCCNC(=O)c1[nH]cnc1C(=O)Nc1cccc(Cl)c1	2%	-4%
CC[C@]1(C(=O)OC)[C@H]2C(=O)N(C)C(=O)[C@H]2[C@H]2CN=C(SCC3CC3)N21	6%	-2%	NS5 inhibitors pilot replicate=3.9
COc1cc(/C=N/NC(=O)c2ccccc2NS(=O)(=O)c2cccs2)ccc1O	75µM*	3%
Nc1nc(COC(=O)c2ccco2)nc(Nc2ccccc2)n1	2%	-2%
COc1cc(S(=O)(=O)n2ccc(C)n2)c(C)cc1C	4%	-2%
NC(=O)c1ccsc1NC(=O)COC(=O)Cc1ccc(F)cc1	7%	-1%
Cc1ccc(S(=O)(=O)Nc2cccc(C(=O)NCC(c3ccc(F)cc3)N3CCOCC3)c2)cc1 (stereo not given)	3%	-1%
COC(=O)[C@@]1(C)[C@H]2C(=O)N(C)C(=O)[C@H]2[C@H]2CN=C(SCc3ccc(C#N)cc3)N21	12%	1%	NS5 inhibitors pilot replicate=-4.0
CCCc1cc(=O)[nH]c(SCC(=O)N(CCC#N)c2ccc3c(c2)OCCO3)n1	4%	-4%
C=CCn1c(C)cc(C(=O)COc2ccc(N(C)S(=O)(=O)c3ccc(NC(C)=O)cc3)cc2)c1C	5%	-11%
CC(Sc1nc(-c2ccccc2)c(-c2ccccc2)[nH]1)C(=O)NCC1CCCO1 (stereo not given)	-20%	-8%
CSc1cccc(NC(=O)COC(=O)C2(c3ccccc3)CC2)c1	-1%	-1%
COc1ccc(-c2ccc(CN3C(C(C)C)C(=O)N(Cc4cn(Cc5ccco5)nn4)CCS3(=O)=O)cc2)cc1OC (stereo not given)	7%	-5%
Cc1ccccc1OCC(=O)NNC(=O)Cn1[nH]c(=O)c2ccccc2c1=O	9%	8%
CN(c1ccccc1)S(=O)(=O)c1ccc(Cl)c(C(=O)NCc2ccco2)c1	1%	-6%
CCCCn1c(-c2nonc2NC(=O)c2ccccc2Cl)nc2ccccc21	4%	-22%
O=C1CC2CC1C(C(=O)O)C2C(=O)O (stereo not given)	5%	12%
COc1ccccc1C(=O)NNC(=O)c1ccc2ccccc2c1O	?	16%
Cc1cc(C)n2cc(CSc3nnc(-c4ccccc4)c(-c4ccccc4)n3)nc2n1	7%	-4%
CCCCOC(=O)C1=C(C)N(C)C(=O)NC1c1cc2c(cc1Br)OCO2 (stereo not given)	18%	3%
COC(=O)C[C@@H]1C[C@H]2c3cc(NS(=O)(=O)c4ccccc4)ccc3O[C@H]2[C@@H](CO)O1	11%	2%
O=C(/C=C/c1ccco1)N1CCN(S(=O)(=O)c2cccc([N+](=O)[O-])c2)CC1	4%	-3%
Cc1ccccc1NC(=O)CNC(=O)N1CC(=O)Nc2ccccc21	10%	-3%
O=C1OCC/C1=C1/NCCNC1=O	0%	3%
CN(C)c1nc(N)c2nccnc2n1	-2%	2%
CNC[C@@H]1OCc2ccccc2-c2ccccc2C(=O)N([C@H](C)CO)C[C@@H]1C	10%	-5%
CC(S(=O)(=O)c1ccccc1)S(=O)(=O)c1ccccc1	6%	2%
O=C(CSc1ncnc2sccc12)N1CCCCC1	2%	-2%
O=C1[C@H](Cc2ccccc2)NCC=CC[C@H](c2ccco2)N1Cc1ccccc1	4%	-5%
CCOC(=O)C1CC2=C(CCCC2=O)N(Cc2ccccc2)C1=O (stereo not given)	7%	-3%	NS5 inhibitors pilot replicate=-4.6
C=CCn1c(SCC(=O)NC(=O)Cc2ccccc2)nnc1-c1ccccc1F	-4%	-3%
C[C@@H]1CN([C@@H](C)CO)C(=O)Cc2cc(NC(=O)Nc3ccc(C(F)(F)F)cc3)ccc2O[C@@H]1CN(C)S(=O)(=O)c1ccc(Cl)cc1	10%	-9%
Cc1ncc([N+](=O)[O-])n1CC(=O)Nc1ccccc1Cl	19%	5%
N#Cc1cccc(NC(=O)CCN2C(=O)C3CCCCC3C2=O)c1 (stereo not given)	-1%	-2%
O[C@@H]1CN(Cc2cccs2)[C@@H](c2ccccc2)C[C@H]1n1cc(C2CC2)nn1	-13%	-11%
CC1(C)CCC(=O)c2ccccc21	1%	5%
CS(=O)(=O)c1ccc(C(=O)OCC(=O)NC(=O)C2COc3ccccc3O2)cc1[N+](=O)[O-] (stereo not given)	2%	-12%
COc1ccc(C2=CCN3CCCCC3C2)c(-c2ccc(OC)c(OC)c2)c1 (stereo not given)	10%	-16%
CN(C)c1ccc(Cc2cc3c(O)ccc(O)c3cc(Cc3ccc(N(C)C)cc3)c2=O)cc1	-170%	44µM*
CCCCCCSc1ccc([C@@H]2[C@H]3C(=O)N(CC)C(=O)[C@H]3[C@]3(C(=O)OC)CCCCN23)cc1	4%	-7%
O=C(C[C@@H]1C/C=C\C[C@H](NC(=O)OCC2c3ccccc3-c3ccccc32)C(=O)OC[C@H]2CCCN2C1=O)NCCO	5%	-4%
O=C(O)Cc1ccc(NC(=O)c2ccc3c(c2)C(=O)N(Cc2ccccc2)C3=O)cc1	9%	-6%
COc1ccccc1C(=O)COC(=O)c1cccs1	-3%	-4%
C[C@@H]1CN([C@@H](C)CO)C(=O)c2cc(Br)cnc2O[C@H]1CN(C)Cc1ccc(-c2ccccc2)cc1	-3%	3%
O=C1NCCN1c1ccccc1	2%	-5%
COc1ccccc1C(=O)NCCC(=O)Nc1ccc(S(=O)(=O)N2CCC(C)CC2)cc1	3%	-7%
Cc1ccc2nc3n(c(=O)c2c1)-c1ncccc1C(=O)NC3Cc1ccc(O)cc1 (stereo not given)	16%	-3%
CN1OC[C@@H]2CN(Cc3cc(Cl)cc(Cl)c3)[C@H](c3cccc(-c4ccc(C#N)cc4)c3)C[C@@H]21	14%	-1%
COc1ccc(N2CCN(C(=O)CCCCCn3c(=S)[nH]c4ccc(N5CCOCC5)cc4c3=O)CC2)cc1	13%	3%
O=c1[nH]c2cc([N+](=O)[O-])ccc2c2ccccc12	2%	3%
Cc1cn([C@H]2C[C@H](O)[C@@H](CNC(=O)[C@@H]3C[C@H](F)CN3)O2)c(=O)[nH]c1=O	11%	-1%
COc1ccc(NC(=O)COc2cccc3c2OC(C)(C)C3)c(OC)c1	6%	1%
COc1cc(OC)cc(-c2c(-c3ccc(F)cc3)c3cc(-c4ccc(OC)nc4)ccc3n2C)c1	8%	3%
CCOC(=O)/C(=C\c1ccc(N2CCC(c3ccccc3)=N2)cc1)C(C)=O	-2%	?
CC1CCN(C(=O)c2ccc(S(=O)(=O)N3CCCCCC3)cc2)CC1	-4%	9%
CCOC(=O)Cc1csc(NC(=O)COC(=O)/C=C/c2ccc(OC)cc2)n1	1%	-4%
O=C(Cc1cccc(NC(=O)C2CCCN(C(=O)c3ccccc3)C2)c1)Nc1cccc(C(=O)N2CCCCC2)c1 (stereo not given)	10%	-7%
COc1ccccc1CNC(=O)c1ccc(S(=O)(=O)N(C)c2ccccc2)cc1	9%	1%
Fc1ccccc1CSc1ncnc2c1ncn2C1CCCCO1 (stereo not given)	4%	-6%
CC1(c2ccccc2)NC(=O)N(CC(=O)N(c2ccccc2)C2CCS(=O)(=O)C2)C1=O (stereo not given)	1%	4%
Cc1ccc(NC(=O)CSCC(=O)Nc2cc(S(=O)(=O)N3CCOCC3)ccc2OC(C)C)cc1	-1%	-4%
